# BCR signal inh: chronic active BCR signaling inhibition; ABC-DLBCL IkBa-CBG/CBR reporter, luminescence ratio, 4 h; Potency, µM (highest dose often 46.1 µM), for inactives: top-dose ratio change, negative = lower green/red ratio, usual class: inhibitors; 340,000 tested, 0.05% active; AID 493014; active = well fitted inhibition curve with a large enough effect in the signal ratio, with a control signal flat, not every such curve was filed as active; inconclusive = small, poorly fitted or top-dose-only effect, or effect the other way, or a change in a side signal; the % refers to the signal ratio;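 also: potency is read from the fitted curve at half-maximal effect; plate controls were basal doxycycline-induced cells for no effect and cells given 10 µM MG132 for full effect; MG132 reads +100%, hits lower the ratio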
#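 Compounds up to 46 uM were incubated four hours with TMD8 cells whose green CBG68 luciferase is fused to IkappaBalpha; red CBR luminescence normalised the signal, and concentration-effect curves were fitted to fusion, red and ratio data.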
# Menin MLL FP TR: displaces Texas Red mutant MLL peptide from human menin; O00255; Menin + Texas Red MLL mutant peptide, fluorescence polarization; Potency, µM (doses to about 61.6 µM), for inactives: at the top dose FP activity change, negative = inhibition, hits mostly inhibitors; 270,000 tested, 0.23% active; AID 1768; active = well fitted inhibition curve with a large enough effect in the polarisation, with a control signal flat, not every such curve was filed as active; inconclusive = small, poorly fitted or top-dose-only effect, or effect the other way, or a change in a side signal; inactive = no such curve, though single readings can be large or run the other way; the % refers to the polarisation; also: potency is read from the fitted curve at half-maximal effect; % of control where 0% means no effect; many of its hits are not listed in these tables
# Giardia killer: Giardia lamblia killing; Giardia lamblia trophozoite viability; activity change, % at 7.66 µM, hits read low; 340,000 tested, 0.15% active; in the data active = activity change below about -80%; inconclusive = between about -30% and that limit;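 also: parasites exposed to compound for two days anaerobically before the ATP read; % is scaled to controls: 0 for no effect and ±100 for the full control effect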
#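 Viability, read as ATP luminescence: trophozoites at 100 cells/well, compound added, 48 hrs anaerobic at 37 deg C, then 15-30 min room-temperature development before reading.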
# Tb PFK inh: blocks T. brucei phosphofructokinase; O15648; T. brucei PFK, ADP-Glo luminescence; Potency, µM (titrated, usually from 57.5 µM), for inactives: at the top dose activity, negative = inhibition, most hits filed as inhibitors; 330,000 tested, 0.17% active;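 also: potency is read from the fitted curve at half-maximal effect; 0% = uninhibited 1x PFK enzyme wells and -100% = no-enzyme wells; nearly all actives have a fitted effect of over 60% in size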
#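 Luminescent ADP detection (ADP-Glo, two-step: ATP depletion then ADP-to-ATP conversion for luciferase) reported PFK activity after 45 min room-temperature reaction of 1.25 nM enzyme with 0.5 mM F6P and 0.1 mM ATP at pH 8.0.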
# Coupling enz: inhibits coupling enzyme system, counter-screen for aldolase hits; 290,000 tested, 0.67% active; activity change, negative = inhibition, % at 58.2 µM, hits read low; coupling enzyme system counterscreen, AmpLite Red fluorescence; in the data active = activity change below about -30%; also: % is scaled to controls: 0 for no effect and ±100 for the full control effect
#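 Coupling enzymes only (glyceraldehyde-3-phosphate) + compound, at 57.5 uM final, 10 min RT; add substrate/coupling/AmpLite Red mix, 20 min RT; fluorescence ex 525/em 598 nm. Actives flag coupling-system interference.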
# PTAP TSG101 blk: blocks PTAP/TSG101 interaction to inhibit HIV-1 budding; Q99816; Potency, µM (series often up to 115 µM), without a hit: top-dose activity change, negative = inhibition, actives largely listed as inhibitors; AID 493005; Fluorescence polarization, FITC-PTAP peptide / Tsg101 binding; 340,000 tested, under 10 active; active = well fitted inhibition curve with a large enough effect in the main read-out, with a control signal flat, not every such curve was filed as active; inconclusive = small, poorly fitted or top-dose-only effect, or effect the other way, or a change in a side signal; inactive = no such curve, though single readings can be large or run the other way; also: potency is read from the fitted curve at half-maximal effect; % of control where 0% means no effect
# Target sequence (Q99816 whole entry, looked up): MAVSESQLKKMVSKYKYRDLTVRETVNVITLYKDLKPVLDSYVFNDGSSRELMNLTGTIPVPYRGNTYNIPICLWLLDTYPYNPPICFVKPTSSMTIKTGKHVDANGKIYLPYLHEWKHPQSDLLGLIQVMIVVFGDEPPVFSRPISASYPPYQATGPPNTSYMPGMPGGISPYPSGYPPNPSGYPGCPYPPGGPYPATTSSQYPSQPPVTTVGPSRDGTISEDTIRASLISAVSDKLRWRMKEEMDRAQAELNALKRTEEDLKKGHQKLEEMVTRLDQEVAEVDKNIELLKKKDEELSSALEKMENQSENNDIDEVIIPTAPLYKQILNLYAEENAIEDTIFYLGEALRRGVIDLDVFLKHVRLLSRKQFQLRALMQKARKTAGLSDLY
#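 Fluorescence polarization binding of Tsg101 binding domain (10 uM final) to FITC-labeled PTAP peptide (50 nM final) in HEPES pH 7.5 buffer with NaCl, Tween 20, EDTA, TCEP. Compounds added before peptide; binding 20 min at RT.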
# B2AR arrestin: recruits beta-arrestin to the human beta2-adrenergic receptor. P07550. beta-arrestin recruitment to beta2AR, cell-based reporter. Potency, µM (series often up to 46.1 µM), without a hit: top-dose activation, usual class: activators. 330,000 tested, 0.02% active;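 also: potency is read from the fitted curve at half-maximal effect; 0% = DMSO controls and full agonism = EC100 isoproterenol or metaproterenol; nearly all actives have a fitted effect of over 65% in size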
# Integrin act MD: activators of alpha7 integrin expression for muscular dystrophy. AID 624291. Potency, µM (series often up to 38.3 µM), for inactives: at the highest dose activation, most hits filed as activators. 350,000 tested, 0.064% active. alpha7betagal myoblasts, beta-gal FDG fluorescence, 48 h;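 also: potency is read from the fitted curve at half-maximal effect; 100% = response of the positive control SU9516; nearly all actives have a fitted effect of over 60% in size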
#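 Alpha7betagal+/- myoblasts (passage 13) were plated 16-24 hr, then exposed to compounds (1:260 dilution of DMSO stock) for 48 hours at 37C. After MPER lysis, β-galactosidase reporter activity was read as FDG fluorescence (ex 480/em 540) after 30 minutes.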
# ASM inhibitor: blocks human secretory acid sphingomyelinase | 340,000 tested, 0.006% active | Potency, µM (series often up to 57.5 µM), without a hit: at the highest dose activity change, negative = inhibition, actives largely listed as inhibitors | placental ASM, HMU-PC fluorogenic substrate, 60 min | P17405; also: potency is read from the fitted curve at half-maximal effect
# Target sequence (P17405 47-631 limits assumed): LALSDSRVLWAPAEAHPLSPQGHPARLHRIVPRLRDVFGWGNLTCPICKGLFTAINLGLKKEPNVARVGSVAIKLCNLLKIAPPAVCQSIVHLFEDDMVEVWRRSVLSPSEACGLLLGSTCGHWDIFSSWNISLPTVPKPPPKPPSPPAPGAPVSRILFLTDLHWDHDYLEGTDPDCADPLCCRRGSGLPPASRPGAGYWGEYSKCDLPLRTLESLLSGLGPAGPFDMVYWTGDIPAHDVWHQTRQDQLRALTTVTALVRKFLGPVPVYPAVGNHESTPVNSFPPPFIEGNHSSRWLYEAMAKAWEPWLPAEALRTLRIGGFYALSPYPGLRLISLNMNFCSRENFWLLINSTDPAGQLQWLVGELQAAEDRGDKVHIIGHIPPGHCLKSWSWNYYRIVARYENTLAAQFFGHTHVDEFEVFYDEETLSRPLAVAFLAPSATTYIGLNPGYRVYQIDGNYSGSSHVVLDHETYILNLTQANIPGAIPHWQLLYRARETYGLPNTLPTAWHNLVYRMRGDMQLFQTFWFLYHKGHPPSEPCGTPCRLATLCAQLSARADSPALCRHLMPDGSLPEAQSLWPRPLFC
#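 Human placenta-derived ASM preincubated with compound 10 min at room temperature, then reacted with 9 uM (final) fluorogenic HMU-PC substrate for 60 min at 37 C. Stop solution raises pH to 10; fluorescence read at Ex 386/Em 447 nm.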
# GALK inh: blocks human galactokinase activity; AID 1868; Potency, µM (doses to about 57.5 µM), without a hit: top-dose activity change, negative = inhibition, usual class: inhibitors; Purified GALK, Kinase-Glo residual ATP luminescence; 270,000 tested, 0.007% active; also: potency is read from the fitted curve at half-maximal effect; % is scaled to controls: 0 for no effect and ±100 for the full control effect
#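 Compounds were pin-transferred into ATP buffer (35 uM final), then GALK plus galactose (5 nM, 100 uM final) was added. After 1 h at room temperature, Kinase-Glo Plus was added and luminescence read after 10 min.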
# PKM2 act: increases activity of human pyruvate kinase M2; P14618; purified PKM2, Kinase-Glo ATP luminescence, activation; response scale: 0% is enzyme alone, no compound; Potency, µM (top dose mostly 57.5 µM), without a hit: at the top dose activation, hits mostly activators; 260,000 tested, 0.34% active; AID 1631; also: potency is read from the fitted curve at half-maximal effect; % is scaled to controls: 0 for no effect and ±100 for the full control effect; nearly all actives have a fitted effect of over 55% in size
#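 hPK-M2, >95% pure; 0.1 mM ADP / 0.5 mM PEP final; imidazole pH7.2 buffer w/ 7 mM MgCl2, 50 mM KCl; 1 h RT; Kinase-Glo lum. Intermediate enzyme activity for dual inhibitor/activator qHTS.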
# An asterisk follows results filed as active; ? = inconclusive; · = not tested or not shown; & = joins results of further samples; ! = repeats disagree; [ ] = dose if it differs, or a comment. Unless noted, calls follow the shape of the dose curve; as a rule, active = well fitted curve in the direction sought with a large enough effect; inconclusive = small, poorly fitted or top-dose-only effect, or another doubt; inactive = no such curve, though single readings can be large; an effect the other way counts as inactive or inconclusive. Only part of the results is shown; rates above refer to the full screens.
SMILES,BCR signal inh,Menin MLL FP TR,Giardia killer,Tb PFK inh,Coupling enz,PTAP TSG101 blk,B2AR arrestin,Integrin act MD,ASM inhibitor,GALK inh,PKM2 act
COCCN(C(=O)CSc1nc2ccc(C)cc2[nH]1)c1c(N)n(Cc2ccccc2)c(=O)[nH]c1=O,15%,-4%,9,8%,1,1%,0.0%,8%,2%,0%,-8%
COc1ccc(/C=N/NC(=O)CCn2c3ccccc3c3ccccc32)cc1OC,-3%,0%,19,1%,1,-1%,-1.5%,-1%,-19%,1%,-1%
O=C(NCc1ccco1)/C(=C/c1ccco1)NC(=O)c1ccco1,-1%,14%,10,-1%,-11,0%,0.3%,2%,1%,-1%,14%
COc1ccc(N2CCN(C(=O)c3cn(CC4CCCCC4)nn3)CC2)cc1,-1%,·,-4,-4%,·,-1%,-0.8%,-14%,-2%,-4%,·
CC(C(=O)N1CCc2ccccc21)N1CCc2ccccc2C1 (stereo not given),-5%,1%,1,0%,-5,0%,0.0%,-56%,3%,0%,-3%
Clc1ccc2nc(CSCc3ccccc3)cn2c1,?,?,-5,-9%,1,-8%,-0.4%,11%,3%,4%,0%
Cc1ccc(S(=O)(=O)N2CCOCC2)cc1NC(=O)CNc1ccccc1N1CCCC1=O,-3%,·,8,-4%,·,1%,-0.2%,-8%,1%,·,·
O=C(NN1CCOCC1)c1cc(Cl)ccc1Cl,0%,·,-11,1%,·,-3%,-1.0%,14%,5%,-8%,-4%
Cc1ccccc1C(=O)NC1CCN(CC(=O)Nc2ccccc2Cl)CC1,-16%,-13%,4,-1%,2,0%,0.0%,-26%,3%,6%,0%[11.5 µM]
COc1ccc(CN2CCC(C(=O)Nc3ccc(Oc4cccnc4)cc3)CC2)cc1,?,·,16,0%,·,0%,-0.1%,6%,2%,-4%,-10%
O=C(CSc1nnc(NC(=O)c2ccccc2F)s1)NCC1CCCO1 (stereo not given),8%,·,-13,-3%,·,-1%,-0.4%,15%,3%,-4%,·
O=C(CSC1=NC(=O)C(c2ccccc2)C(=O)N1)Nc1ccccc1[N+](=O)[O-] (stereo not given),?,18%,-20,0%,5,-8%,0.1%,-17%,3%,-1%,-4%
CC(C)c1ccc(/C=N/NC(=O)c2cc(-c3cccc([N+](=O)[O-])c3)n[nH]2)cc1,9%,·,11,-3%,5,1%,4.2%,-15%,0%,-4%,3%
O=S(=O)(/N=C(/Nc1ccc(F)cc1F)c1ccc(Cl)cc1)c1ccccc1,2%,-13%,8,-1%,-1,0%,-0.7%,16%,-2%,-1%,3%
CCOC(=O)c1c(NC(=O)CCC(=O)NCc2ccco2)sc2c1CCCC2,10%,-6%,2,0%,2,-2%,-3.0%,7%,-3%,2%,21%
C(=C\N1CCCCCC1)/c1nnnn1-c1ccc(-c2ccccc2)cc1,15%,·,-8,0%,-2,0%,0.5%,5%,-5%,·,-10%
OCCN1CCN(c2ncnc3c2sc2nc(N4CCOCC4)c4c(c23)CCC4)CC1,-16%,-16%,-10,-7%,-7,-17%,0.0%,-35%,9%,2%,-4%
COc1ccc(S(=O)(=O)N(CC(=O)NCc2ccco2)C2CCCCC2)cc1OC,?,-9%,-5,-9%,3,-4%,-0.2%,-31%,0%,3%,10%
C=CC[C@@H](CC(=O)N[C@@H](CO)Cc1ccccc1)C(=O)NC[C@@H](OC(=O)[C@@H](CC=C)Cc1ccc(F)cc1)c1ccccc1,0%,·,-7,5%,·,2%,0.0%,-13%,-2%,·,·
Cc1ccc(CNC(=O)CCCc2nc3ccccc3s2)cc1,?,-15%,-16,-1%,2,0%,-2.9%,-16%,4%,1%,15%
COc1ccc(-n2c(SCC(=O)Nc3ccccc3)nc(O)cc2=O)cc1,2%,·,-2,1%,-2,-7%,0.2%,11%,4%,-1%,1%
Cc1cc(-c2nnc(SCC(=O)Nc3ccc(F)c(F)c3)n2N)n[nH]1,4%,·,13,0%,·,-2%,0.1%,-17%,-3%,-4%,·
COc1ccccc1CC(NC(C)=O)C(=O)NC1CCN(C(=O)c2cccc(Cl)c2)CC1 (stereo not given),0%,-17%,5,4%,4,-3%,-0.3%,-16%,8%,4%,4%
COc1cc2c(C(=O)N3CCCc4ccccc43)cn(C)c(=O)c2cc1OC,-6%,-15%,-12,-6%,-3,-9%,-0.1%,8%,2%,0%,-14%
COc1cccc(NC(=S)N(CCCN2CCN(C)CC2)Cc2ccco2)c1,-1%,4%,2,-1%,1,-1%,0.0%,1%,-4%,11%,-1%
Cc1ccc(S(=O)(=O)N2CCN(C(=O)CSc3nnnn3C)CC2)c(C)c1,2%,-8%,-6,3%,2,-6%,0.2%,0%,2%,1%,6%
CN(C)c1ccc(S(=O)(=O)NCC(=O)NCC2CCCCC2)cc1[N+](=O)[O-],1%,3%,-10,0%,-1,-8%,-0.8%,-18%,-9%,7%,1%
COc1cc(C2N(c3ccc(Cl)c(Cl)c3)C(=O)C3CCCN32)cc(OC)c1OC (stereo not given),-6%,-7%,-4,-13%,-1,-7%,-1.2%,-6%,-2%,-1%,5%
CN1CCc2c(sc(NC(=O)C3CCN(S(=O)(=O)c4cccs4)CC3)c2C(N)=O)C1,2%,·,15,-3%,·,-1%,-0.2%,-14%,·,·,·
CNn1cnc2ccsc2c1=O,4%,·,26,1%,5,0%,0.0%,?,0%,-2%,6%
Cc1c(C)c(C)c(/C=[N+](/C)[O-])c(C)c1C,?,6%,2,-5%,7,-4%,-0.4%,8%,6%,·,-24%
CCCCCOC(=O)C1=C(C)Nc2ncnn2C1c1cccs1 (stereo not given),?,·,-2,2%,-6,-9%,0.5%,-10%,162%[activator],0%,-1%
Cc1nn(-c2ccccc2)c(CC(C)(C)C(=O)O)c1C(=O)O,?,10%,2,-10%,1,-1%,0.3%,20%,-1%,2%,-8%
Cc1ccccc1NC(=O)N1C2CCC1CC(O)(c1cccnc1)C2 (stereo not given),1%,-2%,2,-1%,5,0%,-0.2%,12%,-5%,·,0%
COc1ccc2ccccc2c1/C=N/NC(=O)c1cccc(Br)c1,3%,?,-13,-1%,0,1%,-0.3%,7%,4%,1%,-1%
CCCOC(c1ccccc1)(c1ccccc1)C(Oc1nc(C)cc(C)n1)C(=O)O (stereo not given),9%,-13%,-9,1%,5,-3%,-0.1%,-16%,-1%,-4%,3%
C[c-]1[c-](C)[c-](C)[c-](C)[c-]1C.[Fe].c1cc2nccc(N3CCCC3)[c-]2c1 (stereo not given),-2%&0%,·,-9&-4,1%&-1%,-33*!,-3%&-6%,?,21%&34%,4%&2%,-3%&1%,?
CC1=NN(c2cccc(Cl)c2)C(=O)C1,28%,·,0,-3%,1,1%,-0.3%,8%,-1%,0%,-6%
Cc1ccc(-n2nc(-c3ccccc3)cc2Nc2ccccc2N)cc1,-9%,?,-1,-3%,-5,-4%,0.5%,30%,-1%,2%,0%
Cc1ccc(NC(=S)c2ccncc2)c(C)c1,-10%,9%,23,-4%,0,0%,0.1%,-5%,-3%,7%,-1%[0.46 µM]
CC(=O)Oc1ccc(NC(=O)C2CCCCC2)c(C(=O)O)c1,?,10%,4,-6%,-12,-5%,-0.2%,-18%[7.66 µM],18%,0%,-4%
O=C(Nc1ccc(F)cc1)N(Cc1cccs1)Cc1cc2cc3c(cc2[nH]c1=O)OCO3,?,-2%,35[activator],-7%,-5,-2%,2.3%,22%,-2%,1%,?
Cc1cc(C)c(C#N)c(Oc2ccc(F)cc2)n1,-6%,11%,8,2%,·,-9%,-0.4%,-9%,2%,0%,-2%
Cc1cc(OCC(=O)NC2CCN(Cc3ccccc3)CC2)c2c(C)cc(=O)oc2c1,-3%,·,8,4%,·,-5%,0.4%,1%,0%,-5%,·
COc1cc(/C=N/NC(=O)c2cccnc2)ccc1OC(=O)c1ccc([N+](=O)[O-])cc1,-13%,?,5,-2%,4,-5%,0.0%,43%,-9%,-2%,0%
NC(=O)c1ccc(NC(=O)CN2CCOCC2)cc1,8%,4%,6,-7%,2,-7%,-0.8%,0%,3%,0%,0%
O=C(N/N=C/c1cc2c(cc1Cl)OCO2)c1cccc(Br)c1,-7%,-18%,-12,-1%,-1,-5%,0.3%,9%,-1%,3%,-1%

# Screening data from PubChem.
